Neddyl block – inhibitors of cullin neddylation, primary screen, biochemical, TR-FRET, uHTS, NAE and Ubc12 | AID 651699, 2012 | NEDD8-conjugating enzyme Ubc12 (Homo sapiens) + NEDD8-activating enzyme E1 regulatory … | calls only at 25 µM | 360,000 tested, 0.58% active; in the data active = inhibition above about 36%
Target sequence (P61081 whole entry, looked up): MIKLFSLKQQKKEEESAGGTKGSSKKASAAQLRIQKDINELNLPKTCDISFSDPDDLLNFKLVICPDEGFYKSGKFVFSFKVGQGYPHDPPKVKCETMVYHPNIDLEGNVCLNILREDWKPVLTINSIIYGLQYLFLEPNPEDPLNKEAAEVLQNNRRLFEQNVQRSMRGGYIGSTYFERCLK
Target sequence (Q13564 whole entry, looked up): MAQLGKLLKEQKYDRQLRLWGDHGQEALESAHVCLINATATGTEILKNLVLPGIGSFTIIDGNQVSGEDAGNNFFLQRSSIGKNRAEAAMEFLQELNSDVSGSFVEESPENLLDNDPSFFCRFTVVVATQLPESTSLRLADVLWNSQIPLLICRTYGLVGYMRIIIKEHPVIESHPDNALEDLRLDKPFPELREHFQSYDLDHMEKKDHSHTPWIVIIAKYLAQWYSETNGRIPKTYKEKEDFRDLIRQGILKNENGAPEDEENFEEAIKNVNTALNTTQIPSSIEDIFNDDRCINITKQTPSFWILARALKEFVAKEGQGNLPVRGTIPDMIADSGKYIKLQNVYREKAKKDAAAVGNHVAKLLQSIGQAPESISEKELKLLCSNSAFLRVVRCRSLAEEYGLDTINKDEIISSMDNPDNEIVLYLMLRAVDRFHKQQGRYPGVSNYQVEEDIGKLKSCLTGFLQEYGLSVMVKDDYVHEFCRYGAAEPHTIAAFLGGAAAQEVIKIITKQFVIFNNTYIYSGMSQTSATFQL
MT1-MMP act inh – blockers of MT1-MMP proenzyme processing, primary screen, HT1080 RFP-PRO-GFP cells, GFP/RFP fluorescence. GFP/RFP ratio fluorescence, overnight; percent of plate control window, DMSO zero. GFP/RFP ratio change, % at 20 µM. 360,000 tested, 0.061% active. Matrix metalloproteinase-14 (Homo sapiens), P50281;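 active = GFP/RFP ratio change of at least 30% with cell ATP level not reduced by more than half and red fluorescence within 50% of control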; note: strong numbers were not always called active
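Material: RFP-PRO-GFP reporter HT1080 cells. Dosing: single-point 20 µM compound, 1% DMSO. Controls: DMSO and RFP-L50D-GFP cell wells. Timing: cells overnight before dosing, compound overnight, 37 °C, 5% CO2. Measure: GFP/RFP fluorescence ratio.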
FAS-TE inh – FAS thioesterase domain inhibitors, primary screen, biochemical, fluorescence intensity, uHTS; inhibition, % at 15 µM; recombinant FAS-TE, OMFH fluorogenic substrate, fluorescence endpoint; 360,000 tested, 0.67% active; Fatty acid synthase (Homo sapiens), P49327;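 active = compounds whose normalised, plate-corrected inhibition of enzyme fluorescence in the single-dose primary screen is 50% or more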;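 note: 0% = DMSO with enzyme and 100% = substrate without enzyme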
Rin1 Abl inh – inhibitors of Rin1-Abl protein binding, primary screen, biochemical, TR-FRET | 360,000 tested, 0.4% active | inhibition, % at 7.35 µM | Tyrosine-protein kinase ABL1 (Homo sapiens) + Ras and Rab interactor 1 (Homo sapiens), …; in the data active = inhibition above about 5%, passing the limit was not always enough
bovine MsrA act – bovine MsrA enzyme activators, primary screen, biochemical, absorbance, HTS; activation, % at 10.6 µM; 360,000 tested, 0.3% active; Methionine sulfoxide reductase A (Bos taurus); purified bovine MsrA, absorbance read-out; in the data active = activation above about 7.5%;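 note: 0% = vehicle and 100% = reference activator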
MsrA inhibitor – bovine MsrA enzyme inhibitors, primary screen, biochemical, absorbance, HTS. purified bovine MsrA, absorbance read-out. inhibition, % at 15.5 µM. 360,000 tested, 0.75% active; in the data active = inhibition above about 4.5%;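 note: 0% = vehicle wells with enzyme and 100% = reference inhibitor wells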
SKN-1 block – suppressors of acrylamide-induced Pgst-4::GFP reporter in worms, primary screen, SKN-1 inhibitor project, whole organism, uHTS, GFP/RFP fluorescence ratio, strain VP596; AID 624304, 2012; C. elegans VP596 Pgst-4::GFP/RFP ratio, 24 h; inhibition, % at 21.8 µM; 360,000 tested, 0.49% active;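 active = interference check ratio from 0.5 to 1.5 plus GFP to RFP signal ratio inhibition reaching or exceeding a fixed threshold, cut at about 30% in these data, passing the limit was not always enough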; note: some compounds called inactive have numbers as strong as hits
eLon inh – inhibitors of E. coli Lon protease, primary screen, biochemical, fluorescence polarization | P0A9M0 | purified E. coli Lon protease | inhibition, % at 7.94 µM | 360,000 tested, 0.42% active | AID 602123, 2011; in the data active = inhibition above about 13%, passing the limit was not always enough;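 note: 0% = enzyme with probe and DMSO and 100% = no enzyme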
CendR NRP1 mod – modulators of CendR peptide binding to NRP-1, primary screen, biochemical, fluorescence polarization, uHTS; Neuropilin-1 (Homo sapiens), O14786; FAM-RPARPAR peptide binding to NRP-1; inhibition, % at 25 µM; 360,000 tested, 0.85% active; AID 602438, 2012;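 active = inhibition or corrected inhibition above about 18%, plus a signal ratio from 0.5 to 1.5, limit read from the data, passing the limit was not always enough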; note: strong numbers were not always called active
* hit, by the source's call; i = inactive; x = no result given.

SMILES	Neddyl block	MT1-MMP act inh	FAS-TE inh	Rin1 Abl inh	bovine MsrA act	MsrA inhibitor	SKN-1 block	eLon inh	CendR NRP1 mod
Cc1ccccc1NS(=O)(=O)c1ccc(C)c(C(=O)N2CCOCC2)c1	i	1	-2	4	-4	0.7	5	2	-10
Cc1cc(=O)oc2cc(OCC(=O)NCCN3CCOCC3)c(Cl)cc12	i	-1	-5	3	1	1.3	0	12	-5
Cc1c(N=Cc2cc3c(cc2[N+](=O)[O-])OCO3)cccc1[N+](=O)[O-]	i	2	0	5	-1	1.1	0	7	12
CCCC(NS(=O)(=O)c1ccc(-c2ccc(=O)[nH]n2)s1)c1cccs1 (configuration not stated)	i	-1	11	-1	-12	2.0	-18	-3	-1
CC1=C(C(=O)OC(C)C)C(C2CC=CCC2)NC(=O)N1 (configuration not stated)	i	-4	-4	-2	-1	-1.0	-1	1	6
O=C(NCC1CCCO1)c1cn(-c2ccccc2)nc1-c1ccccc1 (configuration not stated)	i	-3	2	-6	1	-1.9	9	-12	-2
COc1ccc([C@H]2CC(=O)C=C(c3ccc4ncccc4c3)C2)cc1OC	i	1	-2	-2	-6	2.8	8	-20	-4
CCc1nnc(NS(=O)(=O)c2ccc(Nc3ccc4nonc4c3[N+](=O)[O-])cc2)s1	i	1	2	0	-1	1.1	5	-11	8
CCOC(=O)C/C(C)=N/NC(=O)CN(c1ccc(Br)cc1)S(=O)(=O)c1ccccc1	i	2	11	0	-1	-1.2	4	-14	-5
CC(=O)NCCC(=O)Nc1nc(-c2cccs2)c(-c2cccs2)s1	i	5	-8	0	-3	-0.9	-4	-18	-22
CCOC(=O)C(C)Sc1nnc2n1C(C)(C)Cc1ccccc1-2 (configuration not stated)	i	2	-6	-4	1	0.5	-8	-7	9
COc1ccc(/C=N/Nc2nnc(Cc3ccc(OC)c(OC)c3)c(=O)[nH]2)cc1OC	i	4	-6	-5	-2	4.0	-5	9	-6
CCc1sc(C(=O)N(CCCOC)c2c(N)n(CC(C)C)c(=O)[nH]c2=O)cc1C	i	3	-1	1	-4	-0.4	0	11	0
COc1ccc(NS(=O)(=O)c2cccc(NC(=O)C34CCC(CC3)C4)c2)cc1	i	0	8	1	-4	-0.8	0	-4	2
Cc1cc(CNC(=O)[C@H](C)[C@@H]2C[C@@]2(C)[C@@H](NC(=O)OCc2ccccc2)c2ccccc2)nn1C	i	2	1	3	-6	-0.2	5	8	1
OCCC1CN(Cc2ccncc2)CCN1C1CCCC1 (configuration not stated)	i	4	-12	4	-5	0.2	-2	-3	1
O=C(COC(=O)/C=C/c1cccc(F)c1)NC1CC1	i	0	-4	0	0	-0.4	9	4	6
Cc1ccnc(NS(=O)(=O)c2ccc(NC(=O)c3ccccc3F)cc2)n1	i	1	-4	0	-2	-1.6	13	-1	-7
O=C(Nc1cccc(OC(F)(F)F)c1)c1ccc(Br)o1	i	-1	17	-4	-9	-0.1	-2	-8	9
Cc1ccc(-c2cc(C(=O)Nc3ccc(S(=O)(=O)Nc4ncccn4)cc3)c3ccccc3n2)cc1	i	1	1	1	-2	1.6	0	-10	10
CC1(C)Oc2ccc(C(=O)NNC(=O)Nc3ccccc3)cc2NC1=O	i	x	-4	0	-11	1.1	-1	-8	8
Cc1cc(C)c(S(=O)(=O)c2ccccc2C)c(OCC(C)(C)C)n1	i	2	18	0	-10	0.8	-23	-11	11
Cc1cc(/C=C2\C(=O)NN(c3ccccc3)C2=O)c(C)n1-c1ccccc1O	i	-1	-2	0	-3	1.2	-1	-7	9
CC(=O)Oc1ccccc1Cn1c(C)c(C(=O)N(C)Cc2ccc(F)cc2)sc1=O	i	4	-1	0	-3	-1.5	3	2	-5
Cc1cccc(Cc2cccc(C)c2O)c1O	i	2	2	-1	-3	-1.4	-2	8	2
NS(=O)(=O)c1ccc(NC(=O)c2ccccc2C(=O)N2CCCCC2)cc1	i	1	-5	2	1	-0.3	-2	7	2
C/C(=N/OC(=O)c1ccc(C)cc1)c1ccc(N2C(=O)C3CCCCC3C2=O)cc1 (configuration not stated)	i	1	19	0	-3	0.3	-34	1	1
CSc1ccc(/C=N/NC(=O)c2cccc(Cl)c2)cc1	i	-1	5	0	-4	4.1	-7	0	5
Cc1ccc(NC(=O)CNC(=O)COc2ccccc2)nc1	i	1	-6	0	-1	0.1	6	-2	-6
O=C(CCNC(=O)c1ccc(Br)cc1)NCCCN1CCOCC1	i	-2	-6	2	1	1.4	13	0	2
Cc1ccc(CSc2nnc(-c3ccc4c(c3)OCO4)o2)cc1	i	5	16	-1	-4	-1.2	5	-3	6
Cc1cc(C)c(C(=O)COC(=O)CN2C(=O)NC3(CCCC3)C2=O)cc1C	i	-2	-1	1	-5	1.4	2	-3	13
N#Cc1nc(-c2cccs2)oc1NCc1ccc(Cl)cc1	x	5	16	-1	-6	0.8	-7	9	-10
Cc1cc(-c2csc(NC(=O)c3ccc(=O)[nH]c3)n2)c(C)n1Cc1ccccc1	i	-7	-7	-1	-5	0.7	0	-6	-32
Cc1noc(C)c1-c1ccc(C(=O)Nc2cccc(C(F)(F)F)c2)c2occc12	i	4	21	-2	-2	0.1	10	0	-1
CCN1CCN(CCC(=O)Nc2ccc(Br)cc2)CC1	i	4	-3	1	-7	0.1	15	-1	1
CCOc1ccc(OCC(=O)Nc2ccc(N3CCCCC3)cc2)cc1	i	1	-2	3	-2	0.5	17	-9	4
Cn1c(Sc2ccccc2Cl)c(C=O)c2ccccc21	i	-2	18	0	-4	1.1	-19	14	-25
CCc1ccc(C(=O)/C=C/c2ccc([N+](=O)[O-])o2)cc1	i	-7	12	-1	0	0.8	1	-6	-2
COC(=O)CC(=O)O[C@H]1C=C[C@@H](NC(=O)OC(C)(C)C)C1	i	2	-2	7	-4	-0.3	4	-9	3

Brought forward from above: 3 entries, then new ones.
SMILES	Neddyl block	MT1-MMP act inh	FAS-TE inh	Rin1 Abl inh	bovine MsrA act	MsrA inhibitor	SKN-1 block	eLon inh	CendR NRP1 mod
Cn1c(Sc2ccccc2Cl)c(C=O)c2ccccc21	i	-2	18	0	-4	1.1	-19	14	-25
CCc1ccc(C(=O)/C=C/c2ccc([N+](=O)[O-])o2)cc1	i	-7	12	-1	0	0.8	1	-6	-2
COC(=O)CC(=O)O[C@H]1C=C[C@@H](NC(=O)OC(C)(C)C)C1	i	2	-2	7	-4	-0.3	4	-9	3
Cc1ccc(C(=O)NCC(=O)NCc2cc(=O)n(C)c(=O)n2C)cc1	i	1	-1	0	-2	-0.9	7	0	-12
COc1cccc(C(=O)N2C(C(C)C)COc3cc(Br)ccc3S2(=O)=O)c1 (configuration not stated)	i	-5	26	-1	-5	-0.1	-10	-5	7
CCCCCCCCCn1c2c(c(=N)c3c1CCC3)CCCC2	i	-38	11	1	-1	x	10	-5	7
COc1cc(S(=O)(=O)N2CCn3cccc3C2C)ccc1NC(C)=O (configuration not stated)	i	-6	-2	2	-3	0.3	1	-1	-6
O=C(CSc1nnc(CNC(=O)c2ccco2)o1)Nc1ccccc1F	i	-1	-6	1	-3	0.2	6	-5	6
Cc1nn(Cc2cccc(C(=O)NN)c2)c(C)c1Cl	i	2	-8	0	-2	1.2	9	5	-11
O=S(=O)(N/N=C\c1cn(-c2ccccc2)nc1-c1ccccc1)c1ccccc1	i	6	24	4	-4	3.1	2	-1	10
Nc1ncnc2c1ncn2[C@@H]1O[C@H](CNC(=O)OC[C@@H](N)Cc2ccccc2)[C@@H](O)[C@H]1O	i	0	-7	7	-5	-1.1	-1	-14	-3
CC(C)NS(=O)(=O)c1ccc(Oc2ncc(C(F)(F)F)cc2Cl)cc1	i	0	25	0	4	1.5	7	4	12
Cc1onc(-c2ccccc2Cl)c1C(=O)NNC(=O)c1cccc(F)c1	i	2	-6	1	1	1.2	9	0	-15
CCn1c(-c2cc(OC)c(OC)c(OC)c2)n[nH]c1=S	i	-11	-6	-1	0	0.0	-4	3	4
NNC(=S)Nc1c(Br)cc(F)cc1Br	i	-2	-2	0	-3	1.4	-8	7	-6
Clc1ccc(CNc2nc(N3CCOCC3)nc(N3CCOCC3)n2)cc1	i	-5	6	-2	-3	-0.3	23	0	-7
CC(C)(C)NC(=O)C(c1cc2ccccc2o1)n1c(=O)c(-c2ccco2)nc2ccccc21 (configuration not stated)	i	-14	x	x	x	-0.1	16	x	-53
O=C(Nc1ccc2c(c1)CCC2)c1cc(S(=O)(=O)Nc2ccc(F)cc2)c(Cl)cc1Cl	i	-2	20	-2	-4	1.2	8	-2	-8
CNC(=S)N/N=C(\C)c1ccc(C(C)(C)C)cc1	i	3	-6	-2	-11	-1.6	-1	0	2
O=C(Nc1ccccc1)c1cccc(Cn2cc(C(F)(F)F)ccc2=O)c1	i	6	2	-1	-6	-0.1	2	-5	6
O=C(OCCN1C(=O)c2ccccc2C1=O)c1cnccn1	i	-2	-9	2	-8	-0.2	-21	0	15
COc1ccc(OC)c(C(c2nnnn2CC2CCCO2)N2CCN(C3CCCC3)CC2)c1 (configuration not stated)	i	-5	-1	0	-4	0.5	3	-5	4
CCCOc1ccc(-c2nc(C#N)c(N3CCC(C(N)=O)CC3)o2)cc1	x	10	9	-2	-2	0.0	-1	-7	-2
S=c1[nH]nc(-c2ccccn2)n1/N=C/c1ccccc1	i	4	-7	-4	-3	0.5	2	-13	-6
Cc1cc(C)cc(NC(=O)CCCN2C(=O)C(c3ccccc3)Oc3cccnc32)c1 (configuration not stated)	i	-2	13	3	-2	-0.8	8	-4	2
CCOC(=O)C1(Cc2ccc(OC)cc2)CCN(C(=O)c2cc3ccccc3[nH]2)CC1	i	-6	14	1	-1	-0.6	12	-6	0
COc1ccc(NC(=S)N(CCC(C)C)C2CCN(C(C)C)CC2)cc1Cl	i	12	18	-2	-3	0.2	14	-10	-5
COC(=O)C1=C(CSc2nc3ccccc3o2)NC(=O)NC1c1cc(C)ccc1C (configuration not stated)	i	-8	12	-2	-8	-0.8	-1	-4	-15
O=C(NNc1nc2ccccc2s1)c1ccc(F)cc1	i	3	-6	4	-3	0.0	9	3	-3
Cc1ccc(-n2c(Cn3cnc4ccccc43)nnc2SCC(=O)O)cc1	i	-1	-9	3	-3	0.6	10	-8	2
CC1(C(=O)NS(=O)(=O)c2ccc(F)cc2F)CCN1C(=O)CC1CCCC1 (configuration not stated)	i	-2	-10	1	-1	-0.1	10	12	-1
Cc1ccc(S(=O)(=O)N(C)C)cc1NC(=O)COC(=O)/C=C/c1cnc2ccccc2n1	i	-1	-52	-6	-5	-0.6	-14	0	-7
Cc1ccc(C(=O)N2c3ccccc3N=C(c3ccccc3)C2C(=O)NC(C)C)cc1 (configuration not stated)	i	3	x	x	x	2.0	-4	x	-19
CC12CN3CC(C)(CN(C1)C3c1cc3ccccc3[nH]1)C2=O (configuration not stated)	i	2	-1	-3	1	1.7	-44	7	-6
COc1ccc(C(=O)NNC(=S)NC(=O)c2ccc(F)cc2)cc1Br	i	4	5	-3	3	0.4	15	-1	7

Screening results as filed in PubChem BioAssay.
